# JMJD2E inh: JMJD2E (human) inhibition. B2RXH2. 230,000 tested, 1.6% active. Potency, µM (highest dose often 57.1 µM), inactives show at the highest dose activity change, negative = inhibition, hits mostly inhibitors. JMJD2E catalytic domain, FDH-coupled NADH fluorescence (FDH is formaldehyde dehydrogenase); active means well fitted inhibition curve with a large enough effect, not every such curve was filed as active; inconclusive means small, poorly fitted or top-dose-only effect, or another doubt; inactive means no such curve, though single readings can be large or run the other way;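 further: 0% = wells with enzyme and -100% = buffer wells without enzyme; nearly all actives have a fitted effect of over 50% in size; many of its hits are not listed in these tables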
# Target sequence (B2RXH2 1-337 limits assumed): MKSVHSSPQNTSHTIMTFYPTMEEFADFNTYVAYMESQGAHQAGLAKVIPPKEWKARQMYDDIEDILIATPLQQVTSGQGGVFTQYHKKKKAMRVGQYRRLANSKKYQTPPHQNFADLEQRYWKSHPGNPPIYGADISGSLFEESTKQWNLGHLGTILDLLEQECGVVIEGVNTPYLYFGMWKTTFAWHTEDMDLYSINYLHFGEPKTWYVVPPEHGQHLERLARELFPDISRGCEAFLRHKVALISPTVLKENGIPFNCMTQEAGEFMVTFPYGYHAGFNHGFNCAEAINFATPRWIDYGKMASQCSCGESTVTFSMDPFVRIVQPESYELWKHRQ
# GAA inh: alpha-glucosidase (human) inhibition; P10253; Potency, µM (series often up to 76.9 µM), inactives show at the top dose activity change, negative = inhibition, usual class: inhibitors; purified human GAA, 4-MU-alpha-glucoside fluorescence; AID 1466; 200,000 tested, 0.005% active;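 further: plate controls were uninhibited enzyme wells for no effect and no-enzyme background for full effect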
#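 Fluorogenic assay: 4 nM human alpha-glucosidase with 400 uM 4-methylumbelliferyl-alpha-D-pyranoside in 50 mM citrate/phosphate, 0.005% Tween-20, pH 5.0, 20 min at room temperature. Compounds tested up to 77 uM; AC50 from Hill fits.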
# GAA glycogen: GAA glycogen-cleavage inhibition or activation; AID 2100; recombinant GAA, glycogen substrate, Amplex Red glucose oxidase fluorescence; Potency, µM (titrated, usually from 76.4 µM), inactives show top-dose activity change, negative = inhibition, hits mostly inhibitors; 300,000 tested, 0.38% active;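 further: 0% = full enzyme reaction and -100% = no-enzyme basal signal; the screen sought inhibitors and activators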
#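 Recombinant human alpha-glucosidase (4 nM final) hydrolysed bovine liver glycogen (30 ug) for 40 min at 37 C in pH 5.0 citrate/phosphate with 0.01% Tween-20. Released glucose detected by glucose oxidase/Amplex Red, Ex 573/Em 610 nm. Compounds up to 77 uM; AC50 from Hill fits.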
# RGS12 GoLoco inh: RGS12 GoLoco-Gai1 interaction inhibition; P63096; Gai1:RGS12 GoLoco peptide FP, rhodamine, 10 min; Potency, µM (series often up to 61.6 µM), for the others: at the top dose activity, negative = inhibition, usual class: inhibitors; 230,000 tested, 0.44% active; active means well fitted inhibition curve with a large enough effect, not every such curve was filed as active; inactive means no such curve, though single readings can be large or run the other way; further: on the % scale 0 is the no-effect control and ±100 the full control effect; nearly all actives have a fitted effect of over 30% in size; many of its hits are not listed in these tables
# Target sequence (P63096 whole entry, looked up): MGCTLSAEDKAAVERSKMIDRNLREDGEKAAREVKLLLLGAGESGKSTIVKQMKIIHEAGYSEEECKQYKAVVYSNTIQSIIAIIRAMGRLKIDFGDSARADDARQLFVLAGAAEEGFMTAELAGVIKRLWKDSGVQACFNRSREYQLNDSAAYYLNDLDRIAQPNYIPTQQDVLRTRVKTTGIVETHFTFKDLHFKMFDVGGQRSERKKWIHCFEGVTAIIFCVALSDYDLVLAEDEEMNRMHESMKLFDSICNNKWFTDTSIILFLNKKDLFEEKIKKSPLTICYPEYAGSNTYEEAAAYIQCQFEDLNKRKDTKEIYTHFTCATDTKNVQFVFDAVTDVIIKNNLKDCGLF
# SMN2 splice enh: enhancers of SMN2 splice variant expression. HEK293 SMN2-luciferase splicing reporter, luminescence, 30-36 h. Potency, µM (doses to about 46.1 µM), without a hit: top-dose activity change, positive = activation, usual class: activators. 210,000 tested, 2.8% active; further: % of control where 0% means no effect; nearly all actives have a fitted effect of over 55% in size
#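 HEK293 cells carry an SMN2 […]–luciferase reporter in which exon 7 inclusion puts luciferase in frame. Cells were plated 10-12 h before compound addition, then incubated 30-36 h at 37C. ONE-Glo luminescence was read; sodium butyrate at 4.5 mM final served as control.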
# GLA spleen mod: inhibits or activates alpha-galactosidase in human spleen homogenate; Potency, µM (titrated, usually from 80 µM), without a hit: at the top dose activity change, negative = inhibition, actives largely listed as inhibitors; 240,000 tested, 0.008% active; human spleen homogenate, 4MU-alpha-Gal fluorescence, 40 min; P06280; AID 2107;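 further: 0% = enzyme with vehicle and -100% = no enzyme basal signal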
# Target sequence (P06280 32-429 limits assumed): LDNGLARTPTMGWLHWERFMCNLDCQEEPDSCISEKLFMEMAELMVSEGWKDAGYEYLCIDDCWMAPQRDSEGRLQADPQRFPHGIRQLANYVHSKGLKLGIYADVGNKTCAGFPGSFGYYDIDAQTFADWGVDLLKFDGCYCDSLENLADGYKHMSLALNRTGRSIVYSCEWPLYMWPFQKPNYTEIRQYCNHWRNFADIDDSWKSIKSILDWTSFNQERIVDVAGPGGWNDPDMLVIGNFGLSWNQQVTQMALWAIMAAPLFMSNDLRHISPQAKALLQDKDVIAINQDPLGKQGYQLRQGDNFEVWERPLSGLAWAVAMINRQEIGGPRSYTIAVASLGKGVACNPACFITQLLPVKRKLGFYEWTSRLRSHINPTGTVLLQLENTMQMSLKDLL
#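 Human spleen homogenate (1 ug) as enzyme source, 4-methylumbelliferyl-alpha-D-galactopyranoside 1 mM final, citrate/phosphate pH 5.0 with 0.01% Tween-20. Compounds 40 min at 37C, NaOH/glycine stop; fluorescence Ex 365/Em 440, Hill-fit AC50.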
# ALDH1A1 inh: blocks purified human ALDH1A1 activity | 220,000 tested, 7.3% active | AID 1030 | P00352 | Purified ALDH1A1, NADH fluorescence, propionaldehyde substrate | Potency, µM (doses to about 75.3 µM), inactives show top-dose activity, negative = inhibition, actives largely listed as inhibitors; active means well fitted inhibition curve with a large enough effect, not every such curve was filed as active; inconclusive means small, poorly fitted or top-dose-only effect, or another doubt; inactive means no such curve, though single readings can be large or run the other way;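 further: plate controls were no enzyme wells and a reference inhibitor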
# aGlu spleen mod: lysosomal alpha-glucosidase (human) modulation | P10253 | 240,000 tested, 0.006% active | human spleen homogenate, 4-MU-alpha-glucoside fluorescence | AID 2112 | Potency, µM (series often up to 79.9 µM), for the others: top-dose activity change, negative = inhibition, actives largely listed as inhibitors;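 further: 0% = enzyme with vehicle and -100% = no enzyme basal signal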
#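 Human spleen homogenate (1 ug) with 4-methylumbelliferyl-alpha-D-glucopyranoside (1 mM final) in 50 mM citrate/phosphate pH 5.0, 0.01% Tween-20; 40 min at 37 C. Stopped at pH 10; 4-MU fluorescence Ex 365/Em 440 nm; AC50 by Hill fit.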
# Active calls of the source: *; ? = inconclusive; / = not tested or not shown; & = joins results of further samples; [ ] = remark or other dose. Unless noted, the call rests on the fitted dose curve; in most records, active means well fitted curve in the direction sought with a large enough effect; inconclusive means small, poorly fitted or top-dose-only effect, or another doubt; inactive means no such curve, though single readings can be large; an effect the other way counts as inactive or inconclusive. Potency means the concentration at half of the fitted maximal effect.
JMJD2E inh	GAA inh	GAA glycogen	RGS12 GoLoco inh	SMN2 splice enh	GLA spleen mod	ALDH1A1 inh	aGlu spleen mod	Molecule
-3%	-11%	-2%	74%[activator]	-16%	0%	?	1%	COC(=O)CN1C(=S)N(c2ccc(OC)cc2)C(=O)/C1=C/c1ccc(N2CCOCC2)cc1
-4%	-4%	4%	-5%	-5%	7%	?	-8%	COc1ccc(CCNC(=O)C2CCN(S(=O)(=O)c3cccc4nsnc34)CC2)cc1OC
?	/	-25%	-5%	/	16%	/	8%	Oc1ccc2ccccc2c1CN1CCOCC1
0%	-3%	?	3%	-22%	-1%	11%	-16%	Cc1[nH]n(-c2ccccc2)c(=O)c1CCOC(=O)c1ccc(C(F)(F)F)cc1
-2%	-10%	3%	-8%	23%	2%	?	-3%	CCOC(=O)c1ccc(-n2c(CN3CCOCC3)nc3ccc([N+](=O)[O-])cc3c2=O)cc1
?	-1%	-9%	/	/	0%	-15%	0%	CC1(C)C2CCC(C2)C1(C)NC(=O)CN1CCOCC1 (configuration not stated)
1%	1%	5%	14%	?	-3%	-3%	1%	O=C(CSc1ccc(-c2ccccc2)nn1)N1CCCCC1
?	3%	0%	/	/	-1%	-16%	-8%	COCCNC(=O)c1c[nH]c2ccc(OC)cc2c1=O
-3%	-2%	-2%	4%	-36%[inhibitor]	-10%	-2%	-13%	CC(C)Nc1nnc(SCC(=O)c2c(N)n(Cc3ccccc3)c(=O)n(C)c2=O)s1
-14%	?	?	-1%	/	-20%	?	-6%	O=C1NC(c2cc(Cl)cc([N+](=O)[O-])c2O)Nc2ccccc21 (configuration not stated)
-2%	-3%	-4%	4%	-3%	-6%	-10%	-3%	O=C(COc1ccccc1Cl)Nc1nc(-c2cccs2)cs1
-2%	0%	?	4%	-23%	3%	?	-18%	CC(/C=C/c1ccccc1)=N\Nc1nc(-c2ccccc2)cs1
0%	?	19%	-7%	0%	5%	?	8%	CN1CCN(c2ccc([N+](=O)[O-])cc2C(=O)Nc2ccccc2)CC1
5%	1%	11%	-2%	-17%	-8%	32µM*	-4%	CCOC(=O)c1cnc(SCC(=O)Nc2sc(C)c(C)c2C#N)nc1N
11%	1%	7%	-5%	/	7%	8.9µM*	4%	NC(=O)COC(=O)c1ccc2c(c1)S(=O)(=O)N=C1CCCCCN12
?	?	4%	-7%	-3%	-1%	?	-6%	COc1ccccc1-c1cc(C(=O)NCc2cccs2)no1
?	4%	-10%	-11%	6%	2%	28µM*	1%	CC1=CC(=C(C#N)C#N)C=C(C)N1CCC(C)C
-2%	-1%	-23%	11%	-3%	-4%	?	-17%	COc1ccccc1S(=O)(=O)Cc1ccc(C(=O)NCCN2CCCC2)o1
-4%	3%	6%	-6%	?	-3%	-1%	-3%	Cc1nn(C(=O)c2cccs2)c(N)c1-c1ccccc1
-9%	-2%	-2%	6%	1%	2%	-3%	-5%	CC(C)NC(=O)c1ccc(N2CCOCC2)nc1
1%	1%	-1%	-2%	20%	-1%	?	-3%	Cc1ccc(C(=O)COC(=O)CCC(=O)Nc2ccccc2Cl)cc1[N+](=O)[O-]
3%	1%	-8%	-1%	-1%	?	9%	-4%	Cc1ccc(O)c(C2=NOC(O)(C(F)(F)C(F)F)C2)c1 (configuration not stated)
6%	-10%	6%	3%	-3%	-2%	0%	-2%	OCCOc1nnnn1-c1ccccc1
-1%	-1%	1%	5%	-42%[inhibitor]	-16%	5.6µM*	-4%	COc1ccccc1CC(NC(C)=O)C(=O)NC1CCN(c2nnnn2-c2ccccc2)CC1 (configuration not stated)
-7%	-2%	-3%	14%	-74%[inhibitor]	-14%	?	-5%	O=C(Nc1cc(Sc2ccccn2)cc([N+](=O)[O-])c1)c1cccc(F)c1
-3%	-13%	5%	/	/	3%	?	-3%	Fc1ccc(C2=Nn3c(Cc4ccccc4)nnc3SC2)cc1
-7%	-1%	4%	0%	-7%	-1%	7.9µM*	-4%	Cc1ccc2cc(CN(Cc3nnnn3C3CCCC3)C3CCCCC3)c(=O)[nH]c2c1C
1%	-2%	8%	-2%	0%	-1%	-4%	-4%	COC(=O)CC1C(=O)NC2CCCCC2N1C(=O)c1ccccc1 (configuration not stated)
-3%	-2%	-3%	7%	-6%	-7%	10µM*	-4%	COc1ccc(C(C)=O)cc1COC(=O)c1ccc(N)c([N+](=O)[O-])c1
-2%	8%	0%	-8%	24%	-10%	8%	2%	Cc1ccsc1/C=N/NC(=O)c1ccco1
-3%	2%	-9%	3%	-8%	-2%	7%	-4%	CC(C)NC(=O)COc1ccc(S(=O)(=O)N2CCOCC2)cc1
-6%	3%	-1%	-3%	?	-3%	?	-11%	CN(C)C(=O)c1ccc(Oc2ccc(C(=O)N(C)C)cc2)cc1
-10%	?	13%	10%	-16%	-2%	4%	-4%	COc1cccc(-c2csc(N3CCN(CC(=O)NNC(=O)c4ccc(Cl)cc4)CC3)n2)c1
2%	/	-1%	-3%	/	1%	/	5%	COc1cc(OC)cc(C(=O)N[C@H](C(=O)Nc2cccc(S(=O)(=O)N3CCCC3)c2)C(C)C)c1
2%	?	-13%	-4%	18%	5%	1%	-10%	COc1ccc(-c2[nH]c(-c3ccc(C)cc3)nc2SCC(=O)Nc2nccs2)cc1
-6%	0%	-2%	14%	-7%	3%	?	2%	COc1ccc(-n2c(Cc3cccn3C)nnc2SCC(=O)Nc2ccc(C)c(Cl)c2)cc1
?	?	-2%	4%	13µM*	?	?	15%	Nc1cccc(-c2nc3ccc(N)cc3s2)c1
-4%	-11%	-11%	7%	-3%	-5%	-4%	-3%	CCOC(=O)C1CCCN(C(=O)c2cc(Nc3ccc(OC)cc3OC)nc3ccccc23)C1 (configuration not stated)
7%	-9%	?	5%	/	-1%	?	-1%	COc1cc(C(=O)NC(=S)Nc2ccc(NC(=O)c3ccco3)cc2)cc(OC)c1OC
?	/	?	-12%	/	-7%	/	8%	Cc1c(NCc2ccccc2O)c(=O)n(-c2ccccc2)n1C
-14%	-4%	4%	-10%	16%	5%	25µM*	-3%	O=c1cc(-c2ccccc2)n(S(=O)(=O)c2ccccc2)o1
-1%	7%	4%	0%	2%	2%	6%	-1%	CCNc1ccc(S(=O)(=O)C(F)(F)F)cc1NC(=O)C12CCC(CC1)C2
-3%	-3%	6%	11%	-10%	8%	?	1%	O=C(CCCOc1ccc(Cl)cc1Cl)NCC1CCCO1 (configuration not stated)
3%	1%	3%	2%	-1%	6%	9%	3%	Cc1ccccc1OC(C)c1nc(-c2ccccc2)no1 (configuration not stated)
?	-3%	12%	1%	4%	4%	?	-1%	CSc1nc(-c2ccccc2)c(-c2ccccc2)[nH]1
?	/	-13%	13%	/	4%	/	0%	CC1CCc2c(sc3ncn(N)c(=N)c23)C1 (configuration not stated)
1%	-6%	13%	9%	16%	-1%	0%	-4%	Cc1ccc2cccc(Oc3cnccn3)c2n1
13%	?	-2%	-13%	-22%	4%	?	-3%	CCOC(=O)c1cc(-c2ccccc2)sc1NC(=O)c1ccc(OC)cc1
11%	?	3%	0%	-1%	4%	1%	11%	O=C(/C=C/c1ccccc1)N/C(=C/c1ccccc1)C(=O)Nc1ccc(C(=O)O)cc1
-5%	-3%	-9%	7%	-1%	-1%	-1%	-1%	CCOc1cc(N2CCOCC2)c(OCC)cc1NC(=O)CCS(=O)(=O)c1ccc(Cl)cc1

# Profiles, looked up by structure. Order of values: JMJD2E inh | GAA inh | GAA glycogen | RGS12 GoLoco inh | SMN2 splice enh | GLA spleen mod | ALDH1A1 inh | aGlu spleen mod
# Results for `CCNc1ccc(S(=O)(=O)C(F)(F)F)cc1NC(=O)C12CCC(CC1)C2` → -1% | 7% | 4% | 0% | 2% | 2% | 6% | -1%
# Results for `Cc1ccccc1OC(C)c1nc(-c2ccccc2)no1` (configuration not stated) → 3% | 1% | 3% | 2% | -1% | 6% | 9% | 3%

# Continuation:
JMJD2E inh	GAA inh	GAA glycogen	RGS12 GoLoco inh	SMN2 splice enh	GLA spleen mod	ALDH1A1 inh	aGlu spleen mod	Molecule
10µM*	/	3%	3%	/	-6%	/	-8%	O=C1NCCCC1C(=O)N/N=C/c1cc([N+](=O)[O-])ccc1O (configuration not stated)
?	/	-9%	-8%	/	13%	/	-1%	C/C=C\C=C/C(=O)Nc1cccc(C2=NOC3(C2)C[C@@H](C(N)=O)N(C(=O)c2ccc(Cl)cc2)C3)c1 (some centres not stated)
-3%	-4%	-4%	4%	-28%	13%	0%	7%	C=CCOC(=O)N1CCN(c2cccc(C(F)(F)F)c2)CC1
-1%	-2%	-10%	5%	8%	0%	-4%	-14%	O=C(CCCc1cccs1)Nc1nccs1
-10%	0%	-3%	-8%	2%	-2%	1%	-1%	O=C(O)COCC(=O)Nc1ccc2c(c1)CCC2
-1%	0%	-2%	2%	4%	6%	3%	3%	O=C(Cn1c(=S)[nH]c2ccccc2c1=O)N1CCN(c2ccccc2)CC1
?	-6%	1%	2%	?	-8%	?	-6%	CCCCN1CCc2c([nH]c3ccccc23)C1=O
-4%	-5%	13%	-1%	-9%	-22%	6%	-1%	COCCn1c(SCC(=O)Nc2cccc(S(N)(=O)=O)c2)nc2ccccc21
-28%	1%	-23%	11%	3%	-3%	-1%	2%	COc1cc(C2C(C#N)=C(N)OC3=C2C(=O)CCC3)c([N+](=O)[O-])cc1OC (configuration not stated)
-25%	-6%	8%	-9%	-13%	-5%	-12%	-5%	C=C(C)C1CC=C(CN2CCC(C(=O)OCC)CC2)CC1 (configuration not stated)
2%	-20%	13%[76.3 µM]	-2%	0%&-19%	-4%	?	-6%	CCn1c(=O)cc(SCC(=O)N2CCN(c3ccccc3F)CC2)c2ccccc21
7%	-5%	3%	3%	-28%	-3%	-2%	2%	COc1ccc(-c2csc(NC(=O)c3cc(=O)c4ccccc4o3)n2)cc1OC
-3%	5%	2%	58%[activator]	29%	-5%	?	3%	COc1ccccc1-c1nnc(SC/C(O)=C(\C#N)c2nc3ccccc3[nH]2)n1C1CCCCC1
?	-2%	1%	3%	16%	3%	?	-8%	CN(C)C(=O)CSc1cccc2cccnc12

# Compound activity deposited in PubChem by National Center for Advancing Translational Sciences (NCATS).

# The list is partial. The share of hits here may be higher or lower than overall.
